MLL CXXC-DNA inh: blocks binding of human MLL CXXC domain to DNA. Q03164. MLL-CXXC / FITC-HOXA9 DNA fluorescence polarization. Potency, µM (doses to about 115 µM), for inactives: at the highest dose activity change, negative = inhibition, usual class: inhibitors. 290,000 compounds, 0.037% hits. AID 2662; active means well fitted inhibition curve with a large enough effect in the polarisation, with a control signal flat, not every such curve was filed as active; inconclusive means small, poorly fitted or top-dose-only effect, or effect the other way, or a change in a side signal; inactive means no such curve, though single readings can be large or run the other way; the % refers to the polarisation; further: potency means the concentration at half of the fitted maximal effect
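Purified MLL-CXXC (added from a 7 uM solution) was preincubated 5 min at ambient with pinned compounds in 50 mM Tris-HCl pH 7.5, 50 mM NaCl, 1 mM DTT, 0.05% BSA. Fluorescein-labeled HOX-A9 DNA (50 nM solution) followed, 30 min, then polarization read.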
TSHR antagonist: blocks TSH signaling through the human TSH receptor; P16473; TSHR-expressing cells, TSH-stimulated cAMP HTRF, 2 h; active compounds read low; activity change, negative = inhibition, % at 11.5 µM; 330,000 compounds, 0.2% hits;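 active means activity change below a set negative limit, meaning inhibition stronger than a set level, cut at about -70% in these data; inconclusive means activity change between two set negative limits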; further: on the % scale 0 is the no-effect control and ±100 the full control effect
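Cell-based HTRF cAMP assay; TSHR cells + compound, TSH EC80 (4nM final), 2 h, 37 deg C. Lysis with anti-cAMP cryptate and cAMP-d2, 30 min RT, read 665/620 nm.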
Menin MLL FP TR: menin-MLL binding inhibition, Texas Red mutant peptide; 270,000 compounds, 0.23% hits; AID 1768; O00255; Menin + Texas Red MLL mutant peptide, fluorescence polarization; Potency, µM (titrated, usually from 61.6 µM), for the others: at the highest dose FP activity change, negative = inhibition, hits mostly inhibitors; active means well fitted inhibition curve with a large enough effect in the polarisation, with a control signal flat, not every such curve was filed as active; inconclusive means small, poorly fitted or top-dose-only effect, or effect the other way, or a change in a side signal; inactive means no such curve, though single readings can be large or run the other way; the % refers to the polarisation; further: potency means the concentration at half of the fitted maximal effect; % of control where 0% means no effect; many of its hits are not listed in these tables
Mito fusion yeast: blocks mitochondrial division or promotes mitochondrial fusion; 320,000 compounds, 0.23% hits; S. cerevisiae fusion-defective mutant growth rescue, CellTiterGlo 48 h; Potency, µM (highest dose often 46.1 µM), for inactives: at the highest dose growth rescue (activation), most hits filed as activators;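 further: potency means the concentration at half of the fitted maximal effect; % of control where 0% means no effect; nearly all actives have a fitted effect of over 45% in size; temperature-sensitive fusion mutants such as fzo1-1 at 37 °C on non-fermentable ethanol glycerol medium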
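Growth-rescue viability read-out: after 48 h at the non-permissive 37C in glycerol/ethanol YPEG, yeast mitochondrial fusion mutants are measured by CellTiterGlo luminescence; compounds (23 nl pinned per well) restoring growth score as division inhibitors or fusion activators.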
TSG101-PTAP inh: blocks PTAP/TSG101 interaction to inhibit HIV-1 budding; Q99816; Fluorescence polarization, FITC-PTAP peptide / Tsg101 binding; Potency, µM (series often up to 115 µM), without a hit: at the highest dose activity change, negative = inhibition, usual class: inhibitors; 340,000 tested, under 10 active; active means well fitted inhibition curve with a large enough effect in the main read-out, with a control signal flat, not every such curve was filed as active; inconclusive means small, poorly fitted or top-dose-only effect, or effect the other way, or a change in a side signal; inactive means no such curve, though single readings can be large or run the other way; further: potency means the concentration at half of the fitted maximal effect; % of control where 0% means no effect
Target sequence (Q99816 whole entry, looked up): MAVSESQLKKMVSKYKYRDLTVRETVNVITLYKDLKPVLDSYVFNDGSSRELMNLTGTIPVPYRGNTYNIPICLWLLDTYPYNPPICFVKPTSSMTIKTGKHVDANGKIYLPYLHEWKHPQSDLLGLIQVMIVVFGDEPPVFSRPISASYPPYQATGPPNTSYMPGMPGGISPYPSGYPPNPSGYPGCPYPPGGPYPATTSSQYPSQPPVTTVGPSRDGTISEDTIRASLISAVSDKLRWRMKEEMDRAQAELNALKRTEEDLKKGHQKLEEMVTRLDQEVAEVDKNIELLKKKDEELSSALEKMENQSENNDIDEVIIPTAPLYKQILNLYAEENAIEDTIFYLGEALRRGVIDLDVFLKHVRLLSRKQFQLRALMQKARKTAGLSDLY
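Steps: Tsg101 binding domain dispensed (10 uM final), compounds pinned in DMSO, FITC-labeled PTAP-motif peptide added (50 nM final); after 20 min binding at room temperature, polarization measured.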
MBNL1 CUG block: MBNL1-poly(CUG) RNA binding inhibition; Q9NR56; TR-FRET MBNL1-His/biotin-(CUG)12 binding, 665/545 ratio; Potency, µM (top dose mostly 57.5 µM), for the others: at the highest dose activity change, negative = inhibition, actives largely listed as inhibitors; 280,000 compounds, 0.036% hits; AID 2675; active means well fitted inhibition curve with a large enough effect in the signal ratio, with a control signal flat, not every such curve was filed as active; inconclusive means small, poorly fitted or top-dose-only effect, or effect the other way, or a change in a side signal; inactive means no such curve, though single readings can be large or run the other way; the % refers to the signal ratio; further: potency means the concentration at half of the fitted maximal effect; on the % scale 0 is the no-effect control and ±100 the full control effect
Target sequence (Q9NR56 whole entry, looked up): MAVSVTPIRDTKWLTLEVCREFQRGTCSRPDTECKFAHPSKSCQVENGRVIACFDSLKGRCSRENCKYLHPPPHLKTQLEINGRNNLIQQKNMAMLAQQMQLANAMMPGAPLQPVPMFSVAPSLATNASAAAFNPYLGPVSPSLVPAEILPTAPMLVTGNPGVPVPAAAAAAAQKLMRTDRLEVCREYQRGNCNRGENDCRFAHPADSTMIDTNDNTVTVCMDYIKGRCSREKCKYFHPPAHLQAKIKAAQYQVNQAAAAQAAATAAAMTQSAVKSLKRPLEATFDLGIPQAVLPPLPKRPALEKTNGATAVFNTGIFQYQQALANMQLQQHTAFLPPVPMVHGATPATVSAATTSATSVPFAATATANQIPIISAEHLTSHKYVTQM
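Ratiometric TR-FRET (665 over 545 nm, excitation 340 nm) tracks disruption of MBNL1-His/biotin-(CUG)12 complex after 60 min at room temperature, with compounds at 92 nM to 58 uM final.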
TCR activator: activates T cell receptor signaling; primary human leukocytes, anti-CD3, IL-2 HTRF, 48 h; Potency, µM (doses to about 9.22 µM), inactives show at the highest dose activation of IL-2 secretion, hits mostly activators; 330,000 tested, under 10 active; further: % of control where 0% means no effect
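IL-2 release read by HTRF sandwich (Eu cryptate donor, d2 acceptor, 665 nm emission) after 48 hr exposure of primary human leukocytes to compound together with anti-CD3 beads in the absence of co-stimulatory signals.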
S-ASM inh: inhibitors of human secretory acid sphingomyelinase; P17405; placental ASM, HMU-PC fluorogenic substrate, 60 min; Potency, µM (titrated, usually from 57.5 µM), without a hit: at the highest dose activity change, negative = inhibition, hits mostly inhibitors; 340,000 compounds, 0.006% hits; AID 504937; further: potency means the concentration at half of the fitted maximal effect
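Human placenta-derived ASM enzyme was preincubated with compound for 10 minutes at room temperature, then given fluorogenic substrate HMU-PC0 (9 uM final) for 60 minutes at 37 °C; a pH 10 stop preceded fluorescence reading at Ex 386/Em 447 nm.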
a7 integrin act: activators of alpha7 integrin expression for muscular dystrophy. 350,000 compounds, 0.064% hits. alpha7betagal myoblasts, beta-gal FDG fluorescence, 48 h. AID 624291. Potency, µM (highest dose often 38.3 µM), for inactives: at the highest dose activation, hits mostly activators;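 further: potency means the concentration at half of the fitted maximal effect; 100% = response of the positive control SU9516; nearly all actives have a fitted effect of over 60% in size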
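alpha7betagal+/- myoblasts (passage 13, 250/well) treated 48 h at 37C with compounds at 1:260 dilution of DMSO stock. Lysed, then beta-galactosidase activity read as FDG fluorescence (ex 480/em 540) after 30 min, with pre-read for autofluorescence.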
A-T KAP1 phos: candidate therapy for ataxia-telangiectasia | […] A-T fibroblasts, KAP-1 phosphorylation AlphaLISA; neocarzinostatin DNA damage 30 min before lysis | Potency, µM (series often up to 57.5 µM), for inactives: at the highest dose activation, hits mostly activators | 320,000 compounds, 0.19% hits | AID 485349; further: potency means the concentration at half of the fitted maximal effect; % of control where 0% means no effect; nearly all actives have a fitted effect of over 45% in size
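ATM-like activity read as KAP-1 phosphorylation via AlphaLISA donor/acceptor antibody pairs after lysis and 6 hr at 25C. Cells were ATM-null patient fibroblasts ([…], hTERT), dosed 60 min, then exposed to the DSB inducer NCS for 30 min.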
An asterisk follows results filed as active; u = inconclusive; x = not tested or not shown; [ ] = dose if it differs, or a comment. Unless noted, the call rests on the fitted dose curve; in most records, active means well fitted curve in the direction sought with a large enough effect; inconclusive means small, poorly fitted or top-dose-only effect, or another doubt; inactive means no such curve, though single readings can be large; an effect the other way counts as inactive or inconclusive. A portion of the library. The share of hits here may be higher or lower than overall.

SMILES	MLL CXXC-DNA inh	TSHR antagonist	Menin MLL FP TR	Mito fusion yeast	TSG101-PTAP inh	MBNL1 CUG block	TCR activator	S-ASM inh	a7 integrin act	A-T KAP1 phos
COc1ccc(Cl)cc1NC(=O)CSc1nnc(COc2ccccc2)n1C	-3%	12	42%[activator]	16%	-10%	-6%	x	-2%	18%	0%
CSCC(CO)NS(=O)(=O)c1ccc(C)cc1 (centres undefined)	30%	4	x	-4%	-6%	x	5%	4%	24%	5%
Cc1ccc(S(=O)(=O)N2CCCCC2)cc1NC(=O)CN1C(=O)CN(C)C1=O	12%	9	-3%	16%	-4%	-2%	-2%	-2%	2%	-5%
COc1ccc(S(=O)(=O)N(C)CC(=O)NCc2ccco2)cc1OC	-9%	-13	7%	3%	-6%	2%	0%	1%	-32%	3%
Cc1ccc2cc(CCNC(=O)c3cccs3)c(=O)[nH]c2c1C	22%	18	10%	-1%	-12%	-1%	9%	-3%	27%	7%
COc1ccc(C(=O)COC(=O)c2nc3nccc(C)n3n2)cc1F	x	21	x	-6%	-1%	x	x	1%	7%	7%
CCCCN(C(=O)/C=C/c1ccccc1)C1CCS(=O)(=O)C1 (centres undefined)	x	8	x	-2%	1%	x	-13%	2%	-27%	8%
C[C@H](CO)N1C[C@H](C)[C@@H](CN(C)C(=O)Nc2ccc(C(F)(F)F)cc2)Oc2c(NC(=O)Nc3ccc4c(c3)OCO4)cccc2C1=O	x	-1	x	x	-3%	x	7%	-19%	-7%	-7%
COc1ccc(CN(C(=O)c2cc3ccccc3oc2=O)C2CCS(=O)(=O)C2)cc1 (centres undefined)	-11%	3	x	4%	-1%	11%	10%	-1%	14%	2%
Cc1cccc(C(=O)N2CCc3cc(-c4nc(NC(=O)CN5CCCC5)sc4C)ccc32)c1	5%	-1	x	-15%	-1%	-2%	-1%	0%	-63%[inhibitor]	0%
COc1ccc(/C=C2\C(=O)OCc3cc(OC)c(OC)cc32)cc1OC	7%	-6	0%	17%	-1%	18%	5%	-7%	-25%	-4%
CCC(=O)Oc1ccc(C(=O)Nc2cccc(C(=O)NCC(C)C)c2)cc1	53%[activator]	-9	u	1%	1%	11%	-2%	-2%	2%	-1%
CC(=O)n1c(C=Nc2ccc(Cl)cc2)c(O)c2ccccc21	u	1	x	-1%	u	u	-1%	3%	-35%	-1%
O=C(c1ccccc1)c1ccc(OCC(O)CNC2CCCc3ccccc32)cc1 (centres undefined)	-2%	7	-9%	-1%	-2%	-6%	-1%[46.1 µM]	0%	-14%	3%
CCCSC(=S)NC1CCS(=O)(=O)C1 (centres undefined)	-20%	8	-13%	-5%	-3%	3%	x	1%	-67%[inhibitor]	5%
CCC(C)(C)C1CCC(=NNc2nc3ccccc3[nH]2)CC1 (centres undefined)	10%	-11	2%	-1%	-4%	10%	9%[46.1 µM]	1%	-32%	6%
Cc1ccc(-n2ncc3c(NCc4ccc5c(c4)OCO5)ncnc32)c(C)c1	5%	6	9%	-2%	-13%	8%	0%	-6%	-36%	-3%
Cc1ccc(C2NC(c3ccc(C)cc3)C(C)C(=NO)C2C)cc1 (centres undefined)	-4%	8	x	-7%	-8%	14%	-4%	-4%	17%	5%
Cc1cc(C)cc(NC(=O)c2ccc(NC(=O)C3C4CC5OC(=O)C3C5C4)cc2)c1 (centres undefined)	6%	-7	4%	6%	-1%	-10%	-2%	0%	16%	-1%
Cc1ccc(C2C(C#N)=C(N)Oc3n[nH]c(-c4cccs4)c32)s1 (centres undefined)	0%	-1	5%	-2%	-10%	16%	2%	-2%	-26%	16%
CCCCCC(=O)NN1C(=S)N(c2ccc(OC)cc2)C(=O)C1CC(=O)Nc1ccccc1 (centres undefined)	-1%	-3	x	-4%	-2%	-4%	9%	0%	23%	5%
CCc1c(C)nc(N)n2c(SCC(=O)N3CCCc4ccccc43)nnc12	-6%	-7	-9%	0%	-4%	5%	1%	3%	-3%	1%
CCC(c1nnnn1CCc1ccccc1)N(Cc1ccco1)Cc1cc2cc(C)cc(C)c2[nH]c1=O (centres undefined)	-2%	0	u	28%	0%	12%	-2%	-5%	0%	2%
Cc1csc(=O)n1CCC(=O)OCC(=O)Nc1cccc(C#N)c1	x	8	x	-11%	1%	x	6%	-4%	16%	0%
c1ccc(CN2CCN(c3ncccn3)CC2)cc1	-4%	-3	4%	7%	-3%	-6%	x	6%	14%	1%
N#Cc1c2n(c3c(=O)[nH]cnc13)CCCC2	3%	7	15%	2%	-5%	-4%	5%	1%	u	8%
O=C(COc1ccc([N+](=O)[O-])cc1)Nc1ccc2c(c1)nc1n2CCOC1	18%	-12	u	0%	-4%	20%	-1%	0%	11%	2%
CCOC(=O)c1ccc(N2C(=O)CC(Sc3nnc(C)s3)C2=O)cc1 (centres undefined)	-3%	-7	0%	-13%	-1%	-4%	-24%	1%	-25%	-4%
Cc1ccc(OCC(=O)c2cc(C)n(Cc3cccs3)c2C)c([N+](=O)[O-])n1	-3%	-23	24%	-1%	1%	u	10%	0%	-47%[inhibitor]	-1%
Cc1ccnc(NS(=O)(=O)c2ccc(NS(=O)(=O)c3ccc([N+](=O)[O-])cc3)cc2)n1	u	-1	x	2%	-8%	u	0%	9%	9%	-5%
COC(=O)C12CCC3(SCCS3)C(C(=O)OC)(CCC13SCCS3)C2	-5%	-7	-20%	9%	1%	x	-6%[46.1 µM]	3%	3%	-1%
Cc1ccc(S(=O)(=O)N2CCC(C(=O)NCCN3CCCCCC3)CC2)cc1	0%	17	-18%	6%	-2%	1%	2%	0%	-23%[7.66 µM]	1%
CC(C)C[C@H](NC(=O)c1nc[nH]c1C(=O)NCC(=O)OCc1ccccc1)C(=O)OCc1ccccc1	-5%	-23	11%	-2%	-6%	-6%	-8%	-11%	-19%	-5%
CC(=O)Nc1ccc(C(=O)OCc2ccc(F)cc2Cl)cc1	-1%	5	6%	13µM*	-10%	x	4%	-10%	5%	1%
CCN(c1ccc(OC)cc1)S(=O)(=O)N1CCCC(C(=O)NCc2ccccc2Br)C1 (centres undefined)	11%	-2	x	-2%	-6%	-7%	0%	-4%	-35%	20%
Cc1ccc2oc(-c3cccc(NC(=S)NC(=O)c4cccs4)c3)nc2c1	-2%	15	-2%	0%	0%	x	5%	-1%	0%	1%
NC(=O)[C@@H]1CCCN1Cc1c(C(=O)N2CCN(C3CCCCC3)CC2)nc2ccccn12	-10%	-4	x	1%	-13%	2%	1%	15%	9%	19%
O=C(Nc1ccncc1)c1ccc(C(=O)Nc2ccncc2)cc1	1%	0	0%	8%	4%	19%	-1%	4%	0%	5%
Cc1ccccc1CC1(CO)CCCN(C(=O)c2ccc3ncccc3c2)C1 (centres undefined)	-3%	9	-14%	0%	-4%	-1%	1%	-1%	-18%	2%
CCOc1ccccc1NC(=O)c1ccoc1C	-5%	4	x	3%	-4%	-4%	-11%	-1%	3%	3%
Cn1c(=O)cc(SCC(=O)Nc2cccnc2)c2ccccc21	-7%	-9	-5%	1%	-9%	-6%	4%	-1%	20%	-1%
O=C(NCC1CCCO1)c1ccc(CS(=O)(=O)c2c(Cl)cccc2Cl)o1 (centres undefined)	5%	-7	2%	-4%	1%	3%	2%	-1%	-5%	5%
CCN(CC)S(=O)(=O)c1ccc(N2CCOCC2)c(NC(=O)CN2C(=O)NC(C)(c3ccccc3)C2=O)c1 (centres undefined)	x	20	x	-3%	2%	x	-1%	-2%	-9%	-8%
O=C(c1csc2c1CCCC2)n1cccn1	x	x	x	x	-4%	x	16%	1%	-4%	x
O=C(Nn1cnnc1)c1ccc(Cl)cc1	3%	0	u	1%	-3%	-2%	-1%	3%	u	6%
Cc1ccc(C(=O)NCCNC(=O)c2cnccn2)cc1	0%	6	-6%	8%	-2%	-4%	0%	23%	-15%	2%
COc1ccccc1CC(NC(C)=O)C(=O)NC1CCN(C(=O)Nc2ccccc2Cl)CC1 (centres undefined)	7%	-6	1%	-5%	-6%	-12%	0%	8%	u	-3%
Cc1ccc(S(=O)(=O)NCCC(=O)NC2CCN(Cc3ccccc3)CC2)cc1	x	x	x	9%	6%	x	5%	4%	2%	9%

High-throughput results as filed in PubChem.
